High-throughput results: PubChem BioAssay, several laboratories
HTR1E agonist = agonists of human 5-HT1E serotonin receptor | P28566 | CHO 5-HT1E Ga15 NFAT-bla reporter, FRET; 0% DMSO wells, 100% control agonist wells | activation, % at 6 µM | 0.69% of 65,000 active;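 active means activation above a set limit, the screen-wide mean activation plus 3 SD, cut at about 8.5% in these data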;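 further: 100% = positive control agonist at 1 µM giving full maximal response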
tolC growth inh = blocks growth of E. coli BW25113 tolC mutant; AID 573; 2.2% of 65,000 active; growth inhibition, % at 10 µM (by protocol); OD615;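 active means growth inhibition at or above a cutoff equal to the mean over every tested compound plus 3 SD, cut at about 60% in these data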;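 further: growth measured after 20 h incubation at 37 °C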
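Material: E. coli BW25113 ΔtolC::kan, tolC deletion mutant strain. Measure: percent growth inhibition. Schedule: 37 °C, 20 h exposure. Doses: single-point testing at 10 µM. Signal: A615 absorbance measurement. Buffer or medium: kanamycin-containing LB broth (50 µg/mL).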
SF-1 act = activates the human nuclear receptor SF-1. CHO-K1 Gal4-SF-1 LBD luciferase reporter; % increase over DMSO SF-1-specific signal. 1.9% of 65,000 active. activation, % at 10 µM;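 active means activation above the mean activation of all tested compounds plus 3 SD, cut at about 50% in these data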
Target sequence (Q13285 whole entry, looked up, the tested form may be a part): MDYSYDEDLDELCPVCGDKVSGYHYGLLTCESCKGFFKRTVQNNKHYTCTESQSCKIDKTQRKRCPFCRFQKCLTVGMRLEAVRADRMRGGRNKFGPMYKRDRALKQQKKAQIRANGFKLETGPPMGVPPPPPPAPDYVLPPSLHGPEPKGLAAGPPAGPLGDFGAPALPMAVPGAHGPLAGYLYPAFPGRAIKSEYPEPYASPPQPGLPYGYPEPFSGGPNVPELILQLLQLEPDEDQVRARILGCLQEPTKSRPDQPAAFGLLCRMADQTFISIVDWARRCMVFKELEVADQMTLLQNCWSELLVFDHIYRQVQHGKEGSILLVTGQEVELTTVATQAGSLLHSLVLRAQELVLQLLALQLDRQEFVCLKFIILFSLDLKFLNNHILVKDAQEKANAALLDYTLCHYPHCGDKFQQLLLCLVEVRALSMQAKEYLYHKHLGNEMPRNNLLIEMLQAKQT
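Assay system: CHO-K1 cells co-transfected with Gal4 DBD–human SF-1 LBD, 5xGal4 luciferase reporter / Input: 4,000 cells per well / Incubation: 20 h compound exposure at 37 °C after 1 h cell settling / Detection: SteadyLite luciferase luminescence / Control set: DMSO negative control and −SF1 background wells / Replication: one test per compound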
5HT1a antag = antagonists of human 5-HT1a serotonin receptor. AID 612. inhibition, % at 10 µM. CHO 5-HT1a Ga15 NFAT-bla reporter, antagonist mode. P08908. 0.68% of 62,000 active;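 active means inhibition above the mean of all tested compounds plus 3 SD, cut at about 43% in these data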;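 further: receptor stimulated by 5-CT agonist at 100 nM near EC80; beta-lactamase reporter measured by ratiometric fluorescence of a cleavable substrate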
5HT1E antag = antagonists of human 5-HT1E serotonin receptor | AID 571 | 0.99% of 65,000 active | P28566 | CHO 5-HT1E Ga15 NFAT-bla reporter, FRET, antagonist | inhibition, % at 6 µM;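 active means inhibition above a set limit, the mean inhibition across every tested compound plus 3 SD, cut at about 29% in these data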;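 further: signal is the 460 over 535 nm emission ratio of beta-lactamase substrate; 0% = agonist plus DMSO wells and 100% = wells without agonist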
AP complement = orthogonal test for alternative complement pathway inhibitors. Human serum alternative complement pathway, LPS-coated ELISA, C3 deposition; tested in compound mixtures. inhibition, % at 5 µM. 0.08% of 62,000 active;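 active means inhibition above 30% in each of the two pooled mixtures holding the compound, so the lower value exceeds 30%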;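 further: 0% = serum in Mg-EGTA without compound and 100% = EDTA serum blank; some compounds past the cut are filed as inactive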
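Assay system: Human serum alternative complement pathway, C3 deposition on LPS-coated wells | Incubation: 1 h serum-compound exposure at 37 °C | Doses: 5 µM per compound in ten-compound mixtures | Read-out: Percent inhibition | Technique: ELISA with HRP anti-human C3 antibody, TMB substrate, absorbance 450 nm | Replication: Two pool placements per compound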
RORA act = activates the human nuclear receptor RORA; P35398; CHO-K1 Gal4-RORA LBD luciferase reporter, luminescence; percent increase over mock-subtracted basal signal; activation, % at 10 µM; 1.5% of 65,000 active; AID 560;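 active means activation above the mean of all tested compounds plus 3 SD, cut at about 49% in these data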;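 further: 0% = DMSO-treated RORA cells and 100% = added signal equal to DMSO minus mock-transfected cells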
Target sequence (P35398 whole entry, looked up, the tested form may be a part): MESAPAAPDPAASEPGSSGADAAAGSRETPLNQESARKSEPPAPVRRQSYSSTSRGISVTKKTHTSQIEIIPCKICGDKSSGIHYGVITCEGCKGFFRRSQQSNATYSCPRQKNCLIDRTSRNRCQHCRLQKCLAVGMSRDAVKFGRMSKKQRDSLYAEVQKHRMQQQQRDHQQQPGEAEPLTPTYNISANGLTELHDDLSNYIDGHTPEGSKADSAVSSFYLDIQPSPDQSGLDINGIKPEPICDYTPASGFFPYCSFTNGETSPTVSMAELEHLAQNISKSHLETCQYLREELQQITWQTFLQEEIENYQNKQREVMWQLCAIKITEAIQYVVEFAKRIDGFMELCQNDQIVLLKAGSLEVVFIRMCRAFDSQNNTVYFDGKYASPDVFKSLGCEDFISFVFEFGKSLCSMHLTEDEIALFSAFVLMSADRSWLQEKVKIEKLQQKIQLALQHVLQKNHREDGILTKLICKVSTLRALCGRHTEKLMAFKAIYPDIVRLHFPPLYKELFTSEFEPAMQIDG
S1P1 ag-PAM = S1P1 (human) agonism or agonism potentiation; P21453; S1P1 CRE-bla cells, forskolin, beta-lactamase FRET, potentiator mode; S1P1 agonist co-added at EC20, 2 nM; 100% = saturating reference agonist, 0% = basal; activation, % at 9.5 µM; 0.57% of 56,000 active; AID 449;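 active means activation above a cutoff set at the mean activation of all tested compounds plus 3 SD, cut at about 54% in these data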;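 further: forskolin at 4 µM as EC80 and the EC20 agonist is SEW2871; 100% = SEW2871 at its EC100 plus forskolin at EC80; some compounds past the cut are filed as inactive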
S1P3 agonist = agonists of human S1P3 receptor. AID 373. activation, % at 4.5 µM. S1P3 NFAT-BLA reporter cells, agonism, FRET ratio; relative to 1 µM S1P, basal subtracted. Q99500. 0.1% of 60,000 active;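 active means activation above the screen-wide mean plus 3 SD, cut at about 4.5% in these data, passing the limit was not always enough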; further: some compounds called inactive have numbers as strong as hits
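Assay system: stable CHO line with human S1P3, Gα16, NFAT-BLA reporter; Detection: FRET β-lactamase substrate fluorescence, excitation 405 nm, 460/535 nm emission ratio, background-subtracted; Read-out: percent activation versus median 1 µM S1P response, basal-subtracted, per plate; Incubation: cells plated overnight, compound 4 h 37 °C, substrate 2 h RT.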
An asterisk follows results filed as active; / = no result given.

Each structure is followed by: HTR1E agonist, tolC growth inh, SF-1 act, 5HT1a antag, 5HT1E antag, AP complement, RORA act, S1P1 ag-PAM, S1P3 agonist
1. Brc1cnc(N2CCOCC2)nc1N1CCCCC1
 : 0.8, 9.6, -7.0, -2.0, -0.9, -4.0, -27.1, -19.1, 0.5
2. COc1ccc(S(=O)(=O)N(CCc2ccccc2)CC(=O)O)cc1OC
 : -0.4, 0.0, -16.1, 7.2, -5.5, 17.2, -4.1, 20.4, -1.2
3. CC(C)(C)C1=C(C#N)C(c2ccc3c(c2)OCO3)C(C#N)=C(N)O1 (centres undefined)
 : 0.5, -9.8, 2.6, 8.8, -4.4, 5.3, -0.2, -0.1, -1.4
4. Cc1ccc(CS(=O)(=O)CCC(=O)NCCCOC(C)C)cc1
 : -0.3, -5.7, 2.0, 4.6, 5.9, 14.8, -3.1, -1.8, -0.3
5. COc1ccc(CN(C2CCCC2)S(=O)(=O)c2ccc(-n3cnnn3)cc2)cc1
 : -0.3, 25.8, 13.4, 6.5, 11.1, 8.7, -13.6, /, /
6. COCCNC(=O)CS(=O)Cc1nc(-c2ccc(Cl)cc2)oc1C (centres undefined)
 : 0.0, -12.8, -16.1, 7.0, 7.9, 7.8, -9.5, -19.8, 0.8
7. O=C(CSc1nnnn1Cc1ccccc1)c1ccccc1
 : -0.7, -24.3, -4.0, -13.6, -13.3, -0.2, -16.1, 3.8, -0.1
8. Nc1nc(C(=O)N2CCOCC2)nn1S(=O)(=O)c1ccc(Cl)cc1
 : 1.1, -9.9, -4.0, 0.0, 0.3, 11.7, 7.0, /, /
9. COc1ccccc1C1CC(c2ccc(Cl)cc2)Nc2ncnn21 (centres undefined)
 : 0.4, 60.4*, -10.2, 30.7, -12.6, 10.1, 1.9, /, -0.9
10. CCCC(=O)Nc1ccc(S(=O)(=O)Nc2cc(C)nc(C)n2)cc1
 : -1.9, -12.6, -10.2, -10.6, -4.0, -1.7, -1.5, 3.8, -0.8
11. COc1cc2c(cc1OC)C(c1cccs1)CC(=O)N2 (centres undefined)
 : -0.5, -7.7, -0.4, 4.2, 7.1, 15.4, -21.1, /, /
12. CCOc1ccc(C2CC(c3cccc(OC)c3)n3nc(N)nc3N2)cc1 (centres undefined)
 : 0.5, -2.6, -19.3, 16.3, -1.6, 24.4, 14.5, -23.2, -1.4
13. O=C(CSc1nc(-c2ccco2)cc(C(F)(F)F)n1)Nc1ccc2c(c1)OCO2
 : 0.1, 11.1, 15.2, 19.6, 10.1, /, 8.4, 22.7, -0.5
14. Cc1nc2c(c(=O)n1CC1CCCO1)c1nc3ccccc3nc1n2CCC(C)C (centres undefined)
 : 1.5, 7.5, 3.2, /, 1.2, /, -12.3, -2.6, -1.2
15. Cc1cc(Br)ccc1NC(=O)CCN1C(=O)c2ccncc2C1=O
 : -0.6, -10.2, 2.3, 6.4, 0.5, -6.8, 8.6, -3.0, -0.5
16. O=C(NCCO)c1c(O)c2cccc3c2n(c1=O)CC3
 : -0.3, 0.7, 14.4, -10.5, -6.1, 4.4, 6.5, 1.9, -0.3
17. COC(=O)CSc1nnc(-c2ccncc2)o1
 : 0.7, -11.0, -3.1, -5.7, 8.0, 7.4, -18.6, -7.3, -1.0
18. O=C(c1ccc(CS(=O)(=O)c2c(Cl)cccc2Cl)o1)N1CCCC1
 : 0.3, -1.1, 6.1, -5.6, 21.8, 17.2, -15.4, 6.7, 0.4
19. COC(=O)c1[nH]nc2c1C(=O)N(C1CCCCC1)C2=O
 : 0.9, -9.1, -2.7, 4.4, 0.7, 25.3, 6.3, 5.1, 0.3
20. CCOC(=O)C1=C(C)N(CCO)C(=O)NC1c1ccccc1 (centres undefined)
 : 0.3, -9.3, -2.3, 6.0, 1.4, 5.1, -5.3, -25.3, -0.4

Ordered by SMILES length (falling): some entries from above.
Each structure is followed by: HTR1E agonist, tolC growth inh, SF-1 act, 5HT1a antag, 5HT1E antag, AP complement, RORA act, S1P1 ag-PAM, S1P3 agonist
14. Cc1nc2c(c(=O)n1CC1CCCO1)c1nc3ccccc3nc1n2CCC(C)C (centres undefined)
 : 1.5, 7.5, 3.2, /, 1.2, /, -12.3, -2.6, -1.2
2. COc1ccc(S(=O)(=O)N(CCc2ccccc2)CC(=O)O)cc1OC
 : -0.4, 0.0, -16.1, 7.2, -5.5, 17.2, -4.1, 20.4, -1.2
15. Cc1cc(Br)ccc1NC(=O)CCN1C(=O)c2ccncc2C1=O
 : -0.6, -10.2, 2.3, 6.4, 0.5, -6.8, 8.6, -3.0, -0.5

Next compounds follow:
Each structure is followed by: HTR1E agonist, tolC growth inh, SF-1 act, 5HT1a antag, 5HT1E antag, AP complement, RORA act, S1P1 ag-PAM, S1P3 agonist
21. O=C(c1ccc(N2CCOCC2)nc1)N1CCOCC1
 : -0.9, -14.0, -3.1, 8.8, 9.4, -4.4, 1.0, 3.8, -0.1
22. COc1ccc(Br)cc1C1SCCN1S(C)(=O)=O (centres undefined)
 : -2.0, -2.5, -0.7, 9.2, 10.7, -12.8, 31.0, 16.5, -0.2
23. COc1ccc(C2Sc3nncn3N2Cc2ccc(C#N)cc2)cc1 (centres undefined)
 : 0.3, -2.4, 8.9, -4.5, 3.4, 18.7, 3.8, 24.3, 0.6
24. Cc1c(C(=O)Nc2ccccc2)oc2c1C(=O)CC(C)(C)C2
 : 0.0, 25.6, -2.1, 19.4, -1.2, 19.1, -5.9, -4.0, -0.6
25. COc1ccc(N2CCN(/C(=N\S(=O)(=O)c3ccccc3)Nc3nc(C)cc(C)n3)CC2)cc1
 : -0.3, 6.4, 15.2, -2.9, 4.3, 14.8, -11.4, 7.7, -0.8
26. Clc1ccc(OCCCc2nc(-c3cccnc3)no2)c(Cl)c1
 : 0.7, 95.3*, 5.2, -5.1, -9.5, -8.2, -14.2, 54.6, 0.4
27. Cc1cc(C(=O)CSc2nnc(N)s2)c(C)n1CCc1ccc(Cl)cc1
 : 1.0, 39.2, -2.5, -7.9, -5.9, 2.1, 35.7, 8.6, -0.1
28. Cc1ccc(C)c(SCC(=O)OCC(=O)c2ccco2)c1
 : 0.5, -11.6, -16.3, -1.2, -12.6, 3.5, 6.5, /, /
29. COC(=O)c1ccc(NC(=O)C2CCN(S(C)(=O)=O)CC2)cc1
 : -0.5, -13.5, 12.8, 2.0, 3.9, 8.7, -33.1, 12.7, 0.7
30. CCCCC(=O)NC(Nc1ccc(C)cn1)(C(=O)OCC)C(F)(F)F (centres undefined)
 : 0.2, 10.1, -6.1, /, -0.8, /, -22.4, -3.0, 2.1
31. O=C1C(=O)N(CCCn2ccnc2)C(c2cccnc2)/C1=C(/O)c1ccccc1 (centres undefined)
 : -0.8, -4.2, 3.0, -6.7, -9.2, -9.0, 10.4, /, /
32. COc1ccc(C(C)=O)cc1CSCCC(=O)O
 : -0.5, -1.4, -6.4, /, -11.8, /, 1.4, -0.8, -2.7
33. C=CCc1ccccc1OCC(O)CN1CCN(c2ccccc2F)CC1 (centres undefined)
 : -0.1, 31.1, 6.4, 40.9, -1.4, -0.9, -4.7, -14.0, 0.4
34. COc1ccc(-n2nnc3c(=O)n(CC(=O)N4CCCC4)cnc32)cc1
 : -0.1, -6.9, 12.6, -1.5, -1.9, 9.2, -7.5, 0.8, 0.1
35. Cc1nn(C)c(C)c1NC(=O)CN1CCC(O)(c2ccc3c(c2)OCO3)CC1
 : 0.2, -26.6, 3.9, 0.9, -6.9, 1.7, 17.5, 8.1, 0.2
36. O=S(=O)(c1cccc(S(=O)(=O)N2CCCC2)c1)c1cccc(S(=O)(=O)N2CCCC2)c1
 : -0.9, 7.8, -14.3, -5.9, -5.9, 17.6, -17.7, 1.6, -1.0
37. Fc1ccc(-c2nnc3ccc(N4CCc5ccccc5C4)nn23)cc1
 : 0.9, 23.2, -28.8, -10.9, 9.2, 21.1, -2.0, -47.2, 0.0
38. COc1ccccc1-c1nc(C#N)c(N2CCN(c3ccccc3)CC2)o1
 : 0.6, 20.3, 1.8, 3.5, 7.7, 1.5, 4.9, -3.9, -0.4
39. Cn1cc(SCC(=O)NCC2CCCO2)c2ccccc21 (centres undefined)
 : 0.1, -11.3, -4.8, 7.6, -0.5, 24.0, -12.7, 3.2, -0.3
40. CN=Cc1sc2ccccc2c1O
 : 0.9, -28.3, 8.2, 2.7, 5.8, 3.3, 3.1, -3.8, -1.2
41. CCOC(=O)c1cnc2ccc(C(=O)OC)cc2c1NCc1ccco1
 : -0.7, 14.9, 20.6, 2.2, 3.9, -5.4, 4.4, /, -1.3
42. NC(=O)C1CCN(C(=O)c2cc(S(=O)(=O)N3CCOCC3)c(Cl)cc2Cl)CC1
 : -0.4, -7.9, 4.8, -3.4, -11.4, 2.1, -7.0, -7.5, -0.2
43. O=C(Cn1nnc(-c2ccc(OCc3ccccc3F)cc2)n1)N1CCOCC1
 : 0.3, 5.2, 41.8, -6.5, 3.4, /, 46.5, -5.4, 0.3
44. O=C(OC1CCCCC1)c1ccc(NC(=O)c2ccco2)cc1
 : 1.1, 96.2*, 59.5*, -2.2, -6.6, 17.1, 49.3*, 58.6, -2.1
45. Cc1nc(SCC(C)C)[nH]c(=O)c1Cc1ccccc1
 : -0.9, 16.5, 0.9, -3.8, -10.0, 11.2, -14.0, -18.3, -0.4
46. CCCCN(CCCNC(=O)C1CCCN(S(=O)(=O)CC)C1)Cc1ccccc1 (centres undefined)
 : 0.2, -10.9, 9.5, 6.3, -3.5, 5.3, -9.3, -9.7, -1.2
47. O=C(NC1CCCCC1)N(Cc1nc2ccccc2c(=O)[nH]1)C1CCCC1
 : 0.3, -0.8, 6.2, 10.6, 13.4, -0.4, -24.3, 11.0, -0.2
48. N#CC1=C(N)Oc2c(oc(CO)cc2=O)C1c1cccs1 (centres undefined)
 : -1.4, -16.6, 3.5, 4.0, 10.3, 32.9, -4.8, 2.7, 0.7
49. CCOC(=O)CSc1nc2cccnc2n1-c1ccc(F)cc1
 : 1.1, -8.9, -5.3, -8.4, 11.8, -9.1, 4.8, -27.6, -0.7
50. CC(C)NC(=O)c1cnc(N2CCN(c3ccccn3)CC2)c2ccccc12
 : -1.6, 2.3, 6.6, 13.4, 0.6, 0.8, -3.0, -14.5, -0.7
51. O=C(CSC1=NCCS1)N1CCOCC1
 : 0.3, -15.4, -6.4, -15.1, 6.3, 9.9, -19.6, 10.2, 2.0
